CASP6 VEID inh – blocks human caspase-6 cleavage activity; purified caspase-6, Z-VEID-R110 cleavage fluorescence; P55212; inhibition, % at 12.5 µM; 350,000 compounds, 0.53% hits;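 active means mean inhibition across replicates at least about 35%, with every replicate also reaching that limit, limit read from the data; inconclusive means only one of the two criteria met; inactive means neither criterion met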;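 further: 0% = median of neutral control wells and 100% = no fluorescence left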
Target sequence (P55212 24-179 limits assumed): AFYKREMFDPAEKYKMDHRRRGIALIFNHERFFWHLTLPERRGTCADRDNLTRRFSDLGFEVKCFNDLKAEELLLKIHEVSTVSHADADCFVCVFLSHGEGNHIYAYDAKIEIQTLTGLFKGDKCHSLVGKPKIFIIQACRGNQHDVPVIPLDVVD
Target sequence (P55212 194-293 limits assumed): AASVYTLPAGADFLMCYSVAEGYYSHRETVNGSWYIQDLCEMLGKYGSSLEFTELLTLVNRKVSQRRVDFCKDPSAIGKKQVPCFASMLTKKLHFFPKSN
EWS-Fli block – EWS/Fli transcriptional activity inhibition; 350,000 compounds, 0.67% hits; AID 651661; inhibition, % at 12.6 µM; A673 NR0B1-luciferase reporter, viability-normalised;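 active means mean inhibition of at least 50% after viability correction, with every replicate also passing that limit; inconclusive means mean reaches 50% but only one of two replicates passes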;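 further: firefly luciferase signal divided by Alamar Blue viability fluorescence both relative to DMSO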
PAX8 inh HTS – inhibitors of PAX8 transcriptional activity in RMG-I cells; RMG-I TPO-luciferase reporter, SteadyGlo, 24 h; 360,000 compounds, 1.2% hits; AID 652154; inhibition, % at 12.6 µM;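 active means mean replicate inhibition at least 60% with every replicate also reaching 60%; inconclusive means only one of the two criteria is met; inactive means mean below 60% and not all replicates reaching 60%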;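 further: luciferase light reporting Pax8 driven TPO promoter activity; plate controls were median of neutral control wells for no effect and mitoxantrone controls for full effect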
Cneo AK release – causes C. neoformans cell lysis; adenylate kinase release luminescence, 4 h; normalised: neutral wells 0, clomiphene wells 100; lysis activity, % at 15 µM; 360,000 compounds, 0.2% hits;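 active means mean lysis activity across replicates of at least 80%, whatever share of replicates individually reach that level; inactive means mean lysis activity below 80%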
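Test system: log-phase Cryptococcus neoformans yeast cells; Quantity: yeast cell density of 5 × 10^6 cells/mL; Buffer or medium: YPD; Doses: single compound concentration per well; Timing: 4 h at 37 °C static, read 1 h later; Measured by: AK luminescence; Read-out basis: lysis from increased AK signal; Control set: Clomiphene as positive control.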
miR122 inh – blocks miR-122 activity in Huh7 sensor cells; Huh7 miR-122 Renilla luciferase sensor, 48 h; neutral wells = 0, positive control = 100; activation (reporter increase), % at 12.5 µM; 340,000 compounds, 0.3% hits; AID 602342;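 active means mean replicate activation score at least 90 and every replicate individually at or above 90; inconclusive means only one of the two criteria met; inactive means neither criterion met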;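 further: higher luciferase means less miR-122 activity so hits act as miR-122 inhibitors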
PGC1a acetyl inh – lowers PGC1a acetylation signal in U2OS cells; AID 651687; AlphaScreen anti-acetyl-lysine; with virally co-expressed GCN5 acetyltransferase; 350,000 compounds, 0.17% hits; inhibition, % at 15.6 µM;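 active means every replicate shows inhibition of at least 40%; inconclusive means mean inhibition at least 40% but some replicate below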;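 further: 0% = neutral control wells and 100% = positive control wells; some results beyond the cut were filed as inactive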
FN deposition inh – fibronectin deposition inhibition; AID 743247; AH1F fibroblasts, Alexa488-fibronectin deposition fluorescence, overnight; inhibition, % at 12.6 µM; 350,000 compounds, 0.086% hits;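 active means mean inhibition across replicates of 30% or more, regardless of how many single replicates reach that level; inconclusive means mean under 30% yet at least half of replicates reach 30%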;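 further: positive control wells lacked labelled fibronectin entirely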
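Assay system: AH1F fibroblasts / Quantity: 10000 cells per well / Medium: DMEM plus 2% serum, read in PBS / Reagent: labelled fibronectin 24 nM / Dosing: single dose, pinned / Times: 1 h cell attachment, overnight exposure to compound and label / Signal: fluorescence, ex 485 nm, em 525 nm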
LGR2 inh – inhibitors of bursicon-induced Drosophila LGR2 receptor cAMP signaling; HEK293 LGR2, CRE-luciferase, bursicon-stimulated, 4 h; AID 720647; 380,000 compounds, 0.35% hits; inhibition, % at 9.99 µM;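 active means drop in luminescence signal, shown as inhibition above about 50% in the replicate tests, limit read from the data, passing the limit was not always enough; inconclusive means probably only some replicates passing the limit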;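 further: agonist challenge used bursicon conditioned medium at about half maximal strength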
Active calls of the source: *; ? = inconclusive; nt = no result given; [ ] = dose if it differs, or a comment.

Values run as follows: CASP6 VEID inh, EWS-Fli block, PAX8 inh HTS, Cneo AK release, miR122 inh, PGC1a acetyl inh, FN deposition inh, LGR2 inh
> CN1C(=O)c2cc(NC(=O)c3cscn3)ccc2OC[C@H]2O[C@@H](CC(=O)N3CCOCC3)CC[C@@H]21
 : -2.3, -4.9, 5.6, -2.5, -1.1[16.7 µM], 1.1, 7.0, 22.7
> CCCNC(=O)N(C)C[C@@H]1Oc2cc(C#CC(C)(C)O)ccc2S(=O)(=O)N([C@@H](C)CO)C[C@@H]1C
 : -1.7, -7.1, -6.4, -4.1, 2.8[16.7 µM], -4.3, -8.9, -5.7
> O=C(NN=C1CCCC1)c1cc(Br)ccc1O
 : -1.9, -2.6, -12.7, 3.8, nt, nt, 0.0, 9.1
> COc1ccc([C@@H]2CC=C(C(=O)O)[C@H](c3ccccc3)N2S(=O)(=O)c2ccc(C)cc2)cc1OC
 : 0.0, 8.6, 6.4, 5.5, nt, nt, -1.0, -14.2
> N#Cc1ccc(OCC(O)CN2CCN(C(c3ccccc3)c3ccccc3)CC2)cc1 (configuration not stated)
 : -2.5, 12.7, 7.8, 0.4, nt, nt, -0.6, 14.1
> COCC(=O)Nc1ccc2c(c1)[C@@H]1C[C@H](CC(=O)NCc3ccc(-c4ccccc4)cc3)O[C@H](CO)[C@@H]1O2
 : -0.1, 5.2, 15.1, 0.5, 0.6[16.7 µM], -11.6, nt, 16.3
> CC(C)CNC(=O)c1oc2ccccc2c1COc1ccccc1
 : 0.5, 0.5, -16.2, 0.0, 3.1, 9.5, 7.8, 23.6
> COc1cccc(/C=N/NC(=O)c2cccc3ccccc23)c1
 : -3.7, nt, 12.4, 0.1, -1.5, nt, nt, -31.5
> COc1cc(OC)cc(C2=NCCN2)c1
 : 1.8, 5.6, -3.5, nt, nt, nt, 9.5, nt
> O=S(=O)(Nc1cccc(-n2cnnn2)c1)c1ccc(F)cc1
 : 2.1, -6.3, 2.7, nt, nt, nt, 4.2, 2.1
> COc1ccc(S(=O)(=O)Nc2ccc3c(c2)CC(=O)N([C@@H](C)CO)C[C@@H](C)[C@H](CN(C)S(=O)(=O)c2cn(C)cn2)O3)cc1
 : nt, -6.3, -11.8, 0.8, 0.3[16.7 µM], -2.6, -6.9, 9.4
> COc1cc(CCC(C)NCc2ccccc2)ccc1O (configuration not stated)
 : -2.4, -4.0, 4.7, -2.1, nt, 9.8, 6.1, -14.2
> C[C@@H]1CN([C@H](C)CO)C(=O)c2cccc(NC(=O)C3CCOCC3)c2O[C@H]1CN(C)S(C)(=O)=O
 : -0.8, -6.5, -0.2, -3.2, -1.3[16.7 µM], 2.0, nt, 7.9
> O=c1[nH]nc(SC2CCCCC2)c(=O)[nH]1
 : 2.4, -5.6, -10.7, nt, nt, nt, 14.6, -0.6
> Cn1c(=S)n(/N=C/c2cccs2)c2ccccc21
 : 0.5, -8.4, 12.6, -2.3, -1.1, 7.2, 5.1, 0.2
> COc1ccc(CNc2nc3ccccc3n2CCN2CCCCC2)cc1
 : 0.0, 10.2, -14.8, 2.2, -2.6, nt, -1.5, -1.0
> O=[N+]([O-])c1ccc(S(=O)(=O)Nc2nc(-c3ccccc3)cs2)cc1
 : 7.7, 8.8, -12.2, 2.7, -2.1, -4.3, 5.8, -6.9
> CC1CN(C(=O)CCC(=O)NCc2ccccc2)c2ccccc2S1 (configuration not stated)
 : 0.1, -3.5, 2.9, -0.6, -0.3, 5.8, 6.3, 5.4
> CC1CN(S(=O)(=O)c2cccc(C(=O)NCc3ccccn3)c2)CC(C)O1 (configuration not stated)
 : -1.1, -0.8, 0.6, nt, nt, 5.7, -1.0, -10.4
> COCc1cc(C)nc(SCc2ccccc2Cl)c1C#N
 : -1.4, 7.8, -4.7, nt, nt, nt, 1.8, 0.5
> CO[C@H]1CN(C)C(=O)c2ccc(NC(=O)C3CCOCC3)cc2OC[C@@H](C)N(C)C[C@@H]1C
 : nt, -6.9, -0.2, 55.0, -9.5[16.7 µM], ?, 1.5, 7.8
> COC(=O)c1ccc(Cn2nnc3c(=O)[nH]c(C4CCN(S(=O)(=O)c5ccc(F)cc5)CC4)nc32)cc1
 : -0.6, 13.6, -0.8, 1.6, -0.3, 5.8, -7.4, -11.1
> O=C(CSc1nc(-c2cccs2)cc(C(F)(F)F)n1)NCCCn1ccnc1
 : -2.8, -6.7, nt, 6.0, 8.0, -2.7, nt, 4.5
> O=C1CCC(C(=O)OCc2nnc(-c3ccc(Cl)cc3)o2)=NN1
 : 0.9, -13.6, 1.5, 1.1, -0.7, -3.6, -2.7, -5.9
> COc1ccc(NC(=O)N(C)C[C@@H]2OCCCC[C@@H](C)Oc3ccc(NC(=O)Nc4c(C)noc4C)cc3C(=O)N([C@H](C)CO)C[C@@H]2C)cc1
 : -4.2, -2.8, -4.1, 20.4, -4.1[16.7 µM], 3.1, nt, -4.8
> C[C@H]1CN([C@@H](C)CO)C(=O)c2cc(NC(=O)Nc3ccccc3)ccc2O[C@H]1CN(C)Cc1ccncc1
 : 2.1, 11.7, 3.9, -0.4, -1.8[16.7 µM], 7.0, nt, 11.4
> CCOC(=O)C(=N/O)/C(C)=N/NC(C)=O
 : -0.6, 1.3, -6.5, -0.5, -0.8, -6.8, 3.8, -3.2
> COc1cc2[nH]c3c(=O)n(CCN(C(C)C)C(C)C)cnc3c2cc1OC
 : nt, nt, -5.5, 1.2, 5.8, -7.0, 4.2, nt
> Cc1nc2ccsc2c(=O)n1-c1ccc(Cl)cc1
 : -0.6, -0.2, 0.1, nt, nt, nt, -25.3, -4.4
> O=C(C[C@H]1CC[C@H]2[C@@H](COC[C@H](O)CN2Cc2cccc(-c3ccncc3)c2)O1)N1CCCCC1
 : 0.2, 2.8, -4.1, 0.6, -2.2[16.7 µM], 14.0, -5.6, 8.8
> N#CC1(Nc2ccc(S(N)(=O)=O)cc2)CCCC1
 : 1.2, -4.7, -3.0, nt, nt, nt, -7.6, 16.4
> O=C([C@@H]1[C@@H](CO)[C@@H]2Cn3c(cccc3=O)[C@H]1N2CC1CC1)N1CCc2ccccc2C1
 : 3.2, -2.8, 8.5, -1.7, nt, nt, nt, -10.1
> N#Cc1c(NC(=O)/C=C/c2ccco2)sc2c1CCCC2
 : -3.3, -8.8, -0.1, nt, nt, nt, -59.5, -60.1
> N#Cc1ccc(-c2nc3c4ccccc4ccn3c2Cc2ccsc2)cc1
 : 0.1, -16.0, 6.9, nt, nt, nt, 3.6, -24.3
> Cc1ccc(Cc2c(C)nc3nc(SCC(=O)NCCCN4CCOCC4)nn3c2C)cc1
 : -36.6, 4.8, 18.8, -3.8, -1.7, -1.1, 7.1, -3.7
> Cc1ccc(N2C(=O)c3ccccc3NC2(C(=O)O)c2ccccc2)cc1Cl (configuration not stated)
 : -0.5, -70.4, -81.1, -11.3, nt, 6.4, 0.7, -50.6
> C/C(=N\NC(=O)c1cccc(S(=O)(=O)N2CCCC2)c1)c1ccc(OCC(=O)N(C)C)cc1
 : -0.6, -7.4, -1.7, -0.3, -8.2, -7.9, 3.8, -0.1
> COCCNC(=O)CN(C(=O)CCC(=O)Nc1ccccn1)c1ccc(C)cc1C
 : 1.1, 1.4, 5.3, -0.4, 4.4, 1.7, 3.2, -2.5
> Cc1ccc(/C=C2\SC(=S)N(CCC(=O)NNC(=O)c3cccc(O)c3)C2=O)cc1
 : -1.3, nt, -15.4, -2.8, 2.4, 12.5, -11.7, -5.8
> O=[N+]([O-])c1cccc2c(S(=O)(=O)N3CCOCC3)cccc12
 : 13.8, 11.9, -44.3, 0.0, nt, nt, -3.7, -0.2
> CCOC(=O)c1[nH]c(C)c(/C(O)=C2\C(=O)C(=O)N(CCN3CCOCC3)C2c2ccco2)c1C (configuration not stated)
 : 6.3, 10.7, 1.2, -2.6, 2.2, -15.3, nt, 16.9
> Cc1ccc(-c2ccc(/C=C3\SC(N4CCOCC4)=NC3=O)o2)cc1
 : 2.1, 12.8, 57.9, nt, 25.7, 0.8, 21.7, 6.7
> CCOC(=O)C1=CCN(Cc2ccccc2)CC1
 : -2.4, 9.6, -9.1, -0.5, 4.0, 3.0, 5.3, 2.0
> CC(C)N(C(=O)CSc1nnc(NC(=O)C2CCC2)s1)C(C)C
 : nt, nt, -3.2, -0.6, -3.9, nt, 7.8, nt
> CCn1c(CNS(=O)(=O)c2ccc(Cl)cc2)n[nH]c1=S
 : 1.0, 6.6, 3.0, nt, nt, nt, -1.6, -5.9
> O=C(CN1C(=O)/C(=C/c2ccccc2F)Sc2ccccc21)NCC1CCCO1 (configuration not stated)
 : -2.8, -0.1, 14.0, -1.3, nt, nt, -14.5, 5.1
> CCCCN(C=O)c1c(CC)nc2c(OCc3cccc(Cl)c3)cccn12
 : 6.6, 0.6, -8.3, 2.6, 0.0, nt, -13.8, -5.3
> CC(C)CN(C(=O)CSc1n[nH]c(-c2cccs2)n1)C1CCS(=O)(=O)C1 (configuration not stated)
 : -3.7, -4.5, -3.0, -3.9, 3.7, 6.3, -3.7, -20.8
> O=C(CNC(=O)c1ccccc1)NCC(O)c1ccc([N+](=O)[O-])cc1 (configuration not stated)
 : -0.4, 0.0, -10.2, -1.8, -0.6, -5.6, -7.8, -1.9
> c1ccc(-c2cc(N3CCCCC3)nc(-c3ccccc3)n2)cc1
 : nt, nt, 12.7, -3.5, 15.0, -6.3, -2.7, nt
> COc1cc(/C=C2\C(=N)N3N=C(S(C)(=O)=O)SC3=NC2=O)cc(OC)c1OCCOc1ccccc1C
 : 41.6*, -1.6, 3.7, -2.1, -6.9, nt, 7.0, 4.0
> CO[C@@H]1CN(C)C(=O)c2ccc(NC(=O)C3CCCC3)cc2OC[C@@H](C)N(CC2CC2)C[C@H]1C
 : 4.2, 5.3, 9.6, 1.9, nt, 2.8, 2.3, -5.2
> OC[C@H]1[C@H](c2ccc(-c3cccnc3)cc2)[C@H]2CN(Cc3ccccn3)CCCCN21
 : 6.6, -4.0, 1.1, -1.7, 10.4[16.7 µM], -2.1, 0.5, -4.8
> CCOP(=O)(OCC)c1nc(-c2ccc(C)cc2)oc1NCc1ccccc1
 : 2.7, 9.2, -1.3, nt, nt, nt, -14.2, 17.4
> CCCc1cc2c(cc1NC(=O)c1ccccc1Cl)OCO2
 : nt, nt, nt, -1.0, 1.2, -16.1, nt, -10.3
> Cc1ccc2cc(C)c3nnc(SCC(=O)c4cccs4)n3c2c1C
 : -0.5, -6.6, 7.0, nt, nt, nt, 0.7, -4.3

Assay outcomes as filed in PubChem.

Compounds as they come; any-hit rate near 2.5%.
